NS5 inhibitors: flavivirus cap methylation enzyme inhibition – biochemical, confirmation dose response, primary screen (AID 588689); Dengue-2 NS5 methyltransferase capping enzyme assay, biochemical; higher % means a stronger effect; inhibition, % at 25 µM, or IC50 in µM where a hit was titrated; 0.3% of 340,000 active; in the data active = a potency from the dose series; inconclusive = inhibition above about 29% without an active follow-up result
HIV peptide binding: inhibitors of HIV fusion peptide binding, primary screen, biochemical, uHTS, fluorescence dequenching (AID 1986); 0.3% of 290,000 active; cell-free peptide binding, fluorescence dequenching, 30 min; higher % means a stronger effect; inhibition, % at 20 µM; hits with a dose series show IC50 in µM; in the data active = inhibition mostly above about 52%, no sharp cut-off; inactive = mostly below about 76%; also: some results filed as inactive read as strong as hits
LYP phosphatase: PTPN22 lymphoid phosphatase activity blockers – biochemical, fluorescence intensity, uHTS (AID 1779); recombinant LYP phosphatase, fluorescence intensity; higher % means a stronger effect; one-dose inhibition, % at 11.5 µM; IC50 in µM for titrated hits; 0.054% of 290,000 active;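 also: plate controls were vehicle with enzyme for no effect and no enzyme for full effect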
AID2073: inhibitors of Mint1-CaV2.2 protein interaction, biochemical, HTRF (AID 2073). 0.19% of 290,000 active. inhibition, % at 20 µM; hits with a dose series show IC50 in µM. HTRF protein-protein interaction, Mint1-CaV2.2; higher % means a stronger effect; in the data active = inhibition mostly above about 51%, no sharp cut-off; inconclusive = no clear call, values can overlap the other calls; inactive = mostly below about 53%; also: some results filed as inactive read as strong as hits
NOD2 inhibition: NOD2 signaling inhibitors, cell-based, luminescence, uHTS, HEK293 (AID 1566). 0.63% of 290,000 active. inhibition, % at 4 µM; hits with a dose series show EC50 in µM. HEK293 NOD2/NF-kB luciferase reporter, luminescence; higher % means a stronger effect; also: many of its hits are not listed in these tables
XIAP antagonists: small molecules displacing peptide from XIAP – biochemical, IAP family, fluorescence polarization (AID 1018); XIAP BIR domain, fluorescence polarization peptide displacement; higher % means a stronger effect; displacement, % at 20 µM; hits with a dose series show IC50 in µM; 0.007% of 200,000 active; in the data active = displacement above about 50%; also: a part of the inactive calls stands beside numbers as strong as those of hits
Siah-1 displacement: Siah-1 peptide-binding antagonists, primary screen, biochemical, fluorescence polarization, rhodamine-plectin, uHTS (AID 1817). one-dose displacement, % at 20 µM; IC50 in µM for titrated hits. Siah-1 / rhodamine-plectin peptide fluorescence polarization; higher % means a stronger effect. 0.02% of 290,000 active;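 active = displacement of at least 50% at 20 µM, with a fluorescence ratio check between 0.3 and a set limit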;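 also: plate controls were Siah plus tracer with DMSO for no effect and tracer alone without Siah for full effect; strong numbers were not always called active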
Hep lipid drop: hepatic lipid droplet formation modulation. AID 1656. 0.4% of 240,000 active. inhibition, % at 6.5 µM. AML12 mouse hepatocytes, oleate lipid droplets, BODIPY imaging;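 active = lipid droplet intensity inhibited by at least 50%, with more than 500 cells counted; inconclusive = wells with under 300 cells, treated as cytotoxic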
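Technique: fluorescence imaging, 20x objective, two fields per well / Assay system: AML12 hepatocytes (mouse) / Measure: % inhibition of lipid droplet signal / Doses: 6.5 µM single-point dosing / Incubation: overnight exposure / Reagent: 100 µM oleic acid challenge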
Myeloid diff 2: compounds promoting myeloid differentiation; calls only at 10 µM; 1% of 360,000 active; ER-HoxA9 myeloid progenitors, lysozyme-GFP differentiation, flow cytometry; AID 624256;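 active = normalized GFP-positive differentiation at or above the plate's own cutoff, the solvent-only control mean plus 3 SD; inconclusive = no clear call, values can overlap the other calls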;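 also: cells exposed to compound for four days before flow analysis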
Hep lipid drop cells 6.5 µM: also measured in Hep lipid drop; calls as there; cell count; measured here: cell count, cytotoxicity flag;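 cells counted across two imaged fields per well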
Myeloid diff 2 GFP+ MAC1+ %: further read-out of Myeloid diff 2, marked with its call; GFP+ MAC1+ double positive, %; measured here: differentiation confirmed by MAC1 staining
* = called active by the depositor; i = inactive; ? = inconclusive; nt = not tested or not shown. Rule as the data show it, unless noted: active = inhibition above about 50%; inactive = the rest.

Order of values – NS5 inhibitors	HIV peptide binding	LYP phosphatase	AID2073	NOD2 inhibition	XIAP antagonists	Siah-1 displacement	Hep lipid drop	Hep lipid drop cells 6.5 µM	Myeloid diff 2	Myeloid diff 2 GFP+ MAC1+ %
#1 CCOC(=O)C(O)(c1ccc(NC(=S)NC(=O)c2ccc(Cl)cc2Cl)cc1)C(F)(F)F (configuration not stated)
    1.8%	-0.4%	6.6%	-3.5%	11.4%	-11.1%	2.3%	-9.4	625	i	1.0
#2 CCCC[N+]12CCC(CC1)C(Cc1ccccc1)C2 (configuration not stated)
    nt	-2.1%	-7.5%	3.6%	-15.8%	nt	-0.4%	-3.7	683	i	0.8
#3 O=C1/C(=C/c2cccnc2)N2CCC1CC2
    -3.1%	2.9%	-1.7%	-7.6%	15.2%	-1.9%	5.7%	-1.8	735	i	0.3
#4 CN1CCN(C(=O)COc2ccc(C(C)(C)C)cc2Br)CC1
    -1.5%	-3.3%	-8.3%	22.2%	-0.2%	-1.2%	3.4%	8.5	788	i	1.2
#5 CCOC(=O)c1ccc2c(c1)n(Cc1ccccc1)c(C)[n+]2CC
    3.0%	0.5%	-6.3%	7.9%	8.6%	-1.3%	4.5%	-1.3	708	i	0.2
#6 CCCCNC(=O)Nc1ccc(C(O)(C(=O)OC)C(F)(F)F)cc1 (configuration not stated)
    -5.6%	0.4%	-2.5%	-11.5%	-0.5%	-5.0%	1.8%	nt	nt	i	4.8
#7 O=C(/C=C/c1ccc2c(c1)OCO2)c1c(O)n(CCC2=CCCCC2)c(=O)[nH]c1=O
    ?	39.6%	-0.4%	2.8%	-88.6%	-21.5%	5.9%	-1.5	539	i	1.4
#8 CC(=NC1CCN(Cc2ccccc2)CC1)c1c(O)n(C)c(=O)n(C)c1=O
    -1.4%	10.6%	-6.2%	-6.9%	16.7%	-1.5%	1.5%	nt	nt	i	1.6
#9 O=C(Nc1ccc(Cl)c(Cl)c1)c1ccco1
    -9.7%	-0.2%	-7.6%	1.5%	-62.8%	nt	-2.3%	-11.4	806	i	0.1
#10 CCCCOP(=O)(OCCCC)/C(C#N)=C(/C)O
    -4.8%	-2.7%	-4.3%	0.1%	14.8%	-4.7%	0.3%	16.7	786	i	1.7
#11 CCOC(=O)C(O)(c1ccc(NC(=O)NC)cc1)C(F)(F)F (configuration not stated)
    nt	0.6%	-4.8%	3.7%	16.2%	nt	5.8%	1.1	791	i	0.5
#12 Cc1ccc(CNCCc2ccc(F)cc2)s1
    0.4%	1.6%	-1.8%	9.3%	-12.6%	nt	4.2%	6.6	857	i	0.7
#13 COc1ccc2[nH]cc(CCN(C)C)c2c1
    -5.1%	-0.7%	-2.6%	-1.9%	6.9%	-1.9%	0.7%	-7.9	616	i	3.9
#14 CN(C)c1nc(-c2ccccc2)[n+](C)s1
    -20.1%	-1.9%	-5.7%	3.76µM*	4.6%	-4.7%	0.0%	nt	nt	i	0.7
#15 CCOC(=O)C1(CCCc2ccccc2)CCN(C2CCC2)CC1
    0.8%	1.4%	-6.7%	10.5%	-12.1%	-4.8%	-2.8%	-0.9	660	i	0.0
#16 O=C1CC(=O)N(c2ccccc2)C(=O)N1c1ccccc1
    -35.1%	18.7%	-7.7%	8.0%	9.4%	nt	8.8%	nt	nt	i	1.1
#17 CCC(C)NC(=O)c1c(N)n(Cc2ccc3c(c2)OCO3)c2nc3ccccc3nc12 (configuration not stated)
    -6.4%	-0.6%	-0.5%	10.2%	1.1%	-2.9%	0.4%	nt	nt	i	1.1

Some of these compounds in order of length of the SMILES, low to high:
Order of values – NS5 inhibitors	HIV peptide binding	LYP phosphatase	AID2073	NOD2 inhibition	XIAP antagonists	Siah-1 displacement	Hep lipid drop	Hep lipid drop cells 6.5 µM	Myeloid diff 2	Myeloid diff 2 GFP+ MAC1+ %
#13 COc1ccc2[nH]cc(CCN(C)C)c2c1
    -5.1%	-0.7%	-2.6%	-1.9%	6.9%	-1.9%	0.7%	-7.9	616	i	3.9
#3 O=C1/C(=C/c2cccnc2)N2CCC1CC2
    -3.1%	2.9%	-1.7%	-7.6%	15.2%	-1.9%	5.7%	-1.8	735	i	0.3
#14 CN(C)c1nc(-c2ccccc2)[n+](C)s1
    -20.1%	-1.9%	-5.7%	3.76µM*	4.6%	-4.7%	0.0%	nt	nt	i	0.7
#10 CCCCOP(=O)(OCCCC)/C(C#N)=C(/C)O
    -4.8%	-2.7%	-4.3%	0.1%	14.8%	-4.7%	0.3%	16.7	786	i	1.7
#2 CCCC[N+]12CCC(CC1)C(Cc1ccccc1)C2 (configuration not stated)
    nt	-2.1%	-7.5%	3.6%	-15.8%	nt	-0.4%	-3.7	683	i	0.8
#15 CCOC(=O)C1(CCCc2ccccc2)CCN(C2CCC2)CC1
    0.8%	1.4%	-6.7%	10.5%	-12.1%	-4.8%	-2.8%	-0.9	660	i	0.0
#11 CCOC(=O)C(O)(c1ccc(NC(=O)NC)cc1)C(F)(F)F (configuration not stated)
    nt	0.6%	-4.8%	3.7%	16.2%	nt	5.8%	1.1	791	i	0.5
#5 CCOC(=O)c1ccc2c(c1)n(Cc1ccccc1)c(C)[n+]2CC
    3.0%	0.5%	-6.3%	7.9%	8.6%	-1.3%	4.5%	-1.3	708	i	0.2
#17 CCC(C)NC(=O)c1c(N)n(Cc2ccc3c(c2)OCO3)c2nc3ccccc3nc12 (configuration not stated)
    -6.4%	-0.6%	-0.5%	10.2%	1.1%	-2.9%	0.4%	nt	nt	i	1.1
#1 CCOC(=O)C(O)(c1ccc(NC(=S)NC(=O)c2ccc(Cl)cc2Cl)cc1)C(F)(F)F (configuration not stated)
    1.8%	-0.4%	6.6%	-3.5%	11.4%	-11.1%	2.3%	-9.4	625	i	1.0

Screens as filed in PubChem.

Only part of the results is shown. The share of hits here may be higher or lower than overall.
